Screening data: PubChem BioAssay, several laboratories
mABHD4 FP – ABHD4 inhibitors, primary screen, biochemical, fluorescence polarization, mouse | purified mABHD4, FP-Rh probe fluorescence polarization | inhibition, % at 8.92 µM | 0.54% of 370,000 active | AID 720543, 2013;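 active = inhibition exceeding the mean over every tested compound plus 3 SD, cut at about 30% in these data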;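 also: 0% = plate median of compound wells and 100% = S159A mutant with DMSO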
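Assay system: mouse ABHD4 enzyme, wild type / Also added: fluorescent activity-based probe FP-Rh / Doses: single nominal dose of 8.92 µM, 0.89% DMSO final / Timing: 45 min compound pre-incubation plus 60 min probe step, 25 °C / Signal: FP readout, ex 525 nm / em 598 nm / Control set: S159A mutant/DMSO as 100%, compound-well median as 0%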
rCAG RNA binder – binders of r(CAG) RNA repeats, primary screen, biochemical, fluorescence; r(CAG) RNA repeat, TO-PRO-1 dye displacement fluorescence; inhibition, % at 3 µM; 1.3% of 370,000 active;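 active = inhibition above the plate cutoff, the mean of all test compounds on that plate plus 3 SD, cut at about 35% in these data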;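 also: 0% = DMSO alone and 100% = 100 µM mitoxantrone as full dye displacement; higher means more dye released from RNA so lower well fluorescence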
TCR-CD3 inh – inhibitors of human TCR-CD3 interaction, primary screen, biochemical, fluorescence, TAMRA-labeled TCR probe | 0.37% of 360,000 active | AID 651800, 2012 | T-cell receptor (TCR) | inhibition, % at 9.4 µM; in the data active = inhibition above about 19%;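 also: recombinant mutant TCR 2C K166C tagged with TAMRA read by polarization; 0% = receptor in buffer alone and 100% = receptor with positive control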
HTRA1 inh – HTRA1 serine protease inhibitors, primary screen, biochemical, fluorescence polarization, HTS | recombinant HTRA1, FP-rhodamine activity-based probe | inhibition, % at 5.96 µM | 0.5% of 340,000 active; in the data active = inhibition above about 36%;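 also: 0% = enzyme with DMSO and 100% = wells lacking enzyme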
GC-B act – human GC-B receptor activators, primary screen, HEK293 GC-B cells, cGMP TR-FRET, EC30 CNP | 0% at EC30 CNP, 100% saturating CNP | activation, % at 10 µM | AID 1920062, 2024 | 0.11% of 370,000 active;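 active = activation at 10 µM reaching about 35% in either raw or pattern-adjusted values, limit read from the data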
TDP2 inh – human TDP2 enzyme inhibitors, primary screen, biochemical, epi absorbance, recombinant enzyme; 0.34% of 370,000 active; T5PNP hydrolysis, p-nitrophenol absorbance 415 nm; Tyrosyl-DNA phosphodiesterase 2 (Homo sapiens), O95551; inhibition, % at 12.8 µM; AID 720702, 2013;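 active = inhibition above the mean of all tested compounds plus 3 SD, set per campaign, cut at about 25% in these data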;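 also: 0% = DMSO with enzyme and 100% = buffer with substrate but no TDP2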
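test system = human TDP2 enzyme | input = TDP2 enzyme at 120 nM final | medium = 50 mM Tris-HCl pH 7.5 with Mg2+, KCl, DTT, BSA | also added = T5PNP substrate, 5 mM | times = 2 h at 37 °C | technique = epi absorbance | benchmarks = high control without enzyme, low control DMSO plus TDP2 | replication = each compound tested once, singlicate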
SIAE inh – human SIAE inhibitors, primary screen, biochemical, fluorescence polarization, FP-Rh probe, 1536-well HTS | Sialate O-acetylesterase (Homo sapiens), Q9HAT2 | inhibition, % at 9.66 µM | 0.69% of 370,000 active | SIAE FP-Rh probe binding;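 active = inhibition above a cutoff: mean of compounds within the control limits plus 3 SD of those, cut at about 17% in these data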;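 also: 0% = plate median of compound wells and 100% = probe without SIAE protein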
Target sequence (Q9HAT2 whole entry, looked up): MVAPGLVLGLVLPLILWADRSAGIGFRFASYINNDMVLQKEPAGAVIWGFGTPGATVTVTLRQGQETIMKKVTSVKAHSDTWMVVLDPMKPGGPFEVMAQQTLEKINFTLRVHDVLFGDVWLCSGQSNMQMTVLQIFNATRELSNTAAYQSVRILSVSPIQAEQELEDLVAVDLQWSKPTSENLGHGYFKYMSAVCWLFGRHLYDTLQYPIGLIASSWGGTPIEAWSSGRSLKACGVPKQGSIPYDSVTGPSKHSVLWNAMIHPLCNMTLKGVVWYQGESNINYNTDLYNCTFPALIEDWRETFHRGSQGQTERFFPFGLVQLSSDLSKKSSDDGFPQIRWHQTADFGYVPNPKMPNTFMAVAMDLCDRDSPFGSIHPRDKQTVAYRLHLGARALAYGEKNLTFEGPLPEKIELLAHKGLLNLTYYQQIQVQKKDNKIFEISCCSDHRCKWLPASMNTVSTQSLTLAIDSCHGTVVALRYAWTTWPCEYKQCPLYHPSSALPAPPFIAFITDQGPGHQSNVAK
PRMT1 FP inh – PRMT1 methyltransferase inhibitors, primary screen, biochemical, fluorescence polarization; Protein arginine N-methyltransferase 1 (Homo sapiens), Q99873; recombinant PRMT1, activity-based probe fluorescence polarization; inhibition, % at 2.79 µM; 1.3% of 370,000 active; AID 652257, 2013;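 active = inhibition above about 21% made by adding two undisclosed values, limit read from the data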
Target sequence (Q99873 whole entry, looked up): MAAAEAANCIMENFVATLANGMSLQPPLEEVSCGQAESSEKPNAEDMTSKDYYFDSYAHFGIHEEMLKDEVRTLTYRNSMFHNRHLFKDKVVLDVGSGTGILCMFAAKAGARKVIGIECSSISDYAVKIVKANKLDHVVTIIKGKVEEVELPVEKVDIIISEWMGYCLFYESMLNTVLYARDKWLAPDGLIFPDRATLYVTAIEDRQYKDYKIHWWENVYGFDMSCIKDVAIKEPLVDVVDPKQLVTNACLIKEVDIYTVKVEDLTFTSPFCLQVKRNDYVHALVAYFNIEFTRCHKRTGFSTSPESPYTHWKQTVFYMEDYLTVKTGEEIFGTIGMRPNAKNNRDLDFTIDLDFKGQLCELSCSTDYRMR
LEDGF integ inh – blockers of LEDGF/p75-dependent integrase strand transfer – biochemical, TR-FRET, high throughput, primary screen; HIV-1 integrase (with human LEDGF/p75); TR-FRET IN-LEDGF/p75 DNA integration, Eu/Cy5; inhibition, % at 3.7 µM; 0.64% of 370,000 active;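 active = inhibition above the screen-wide mean plus 3 SD, cut at about 13% in these data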;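 also: signal is the Cy5 over europium emission ratio at 671 and 618 nm; 0% = plate median of compound wells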
MBD2 DNA inh – inhibitors of MBD2 binding to methylated DNA, primary screen, biochemical, TR-FRET, DNA-binding domain, human. MBD2 binding to methylated oligonucleotide. AID 686964, 2013. Methyl-CpG-binding domain protein 2 (Homo sapiens), Q9UBB5. inhibition, % at 4.4 µM. 0.31% of 370,000 active; in the data active = inhibition above about 13%
Active calls of the source: *; . = no result given. Not all compounds are listed (hit frequency here may not be typical).

structure	mABHD4 FP	rCAG RNA binder	TCR-CD3 inh	HTRA1 inh	GC-B act	TDP2 inh	SIAE inh	PRMT1 FP inh	LEDGF integ inh	MBD2 DNA inh
Cn1cc(Br)c(C(=O)NC2C3CC4CC(C3)CC2C4)n1 (centres undefined)	1.9	-6.7	-2.2	-1.5	4.3	1.0	-1.1	0.8	-4.6	4.2
COCCN(CC(=O)Nc1cccc(C)c1C)C(=O)c1cc2c(s1)CCC2	-3.5	2.6	-8.0	10.4	3.8	-1.1	3.7	-4.4	4.6	0.9
COc1ccccc1NC(=O)c1ccc(NC(=O)C2COc3ccccc3O2)cc1 (centres undefined)	-20.4	5.0	-4.7	-42.9	-4.8	-7.6	-7.6	4.4	-4.4	0.4
O=C(NC1CC1)c1sc2cc(Cl)ccc2c1Cl	-2.0	1.0	1.2	-7.8	-12.8	2.1	9.7	3.2	-1.7	0.7
Cn1c(/C=C/c2ccccc2)nc2ccccc21	-12.5	-1.1	6.4	-8.0	-6.7	-11.6	2.2	-0.6	-5.5	-8.3
CCOC(=O)c1cnn(Cc2cccc(Cl)c2)c1C	-1.6	-7.4	-3.9	5.0	0.1	-1.4	-11.2	-0.3	2.4	2.1
O=C(c1ccc(COc2ccccc2Br)cc1)N1CCCCC1	-3.3	-6.0	1.9	-19.4	-8.0	-0.3	-0.3	-0.4	-0.1	8.8
COc1ccc(/C=C/C(=O)NCc2ccccn2)cc1	-8.9	-1.3	-1.4	13.4	4.1	5.8	-0.3	1.7	-1.3	-1.1
Cc1ccc(OC(=O)c2ccc(S(=O)(=O)N(C)C)cc2)c(-n2nc3ccccc3n2)c1	-10.7	4.1	5.0	-16.5	4.3	-12.1	-10.6	-0.4	2.8	-1.9
O=S(=O)(c1cccc(C(F)(F)F)c1)N1CCN(c2ccccc2)CC1	-0.6	-3.2	-3.3	3.7	-0.1	1.1	1.3	-1.2	-2.3	-2.5
CCc1ccc(-c2nc(CSCC(=O)N3CCN(c4ccccn4)CC3)c(C)o2)cc1	0.1	-4.6	0.4	-7.4	5.0	-10.7	0.7	-0.6	-1.6	-1.8
O=C(COc1ccc(OCc2ccccc2)cc1)NC1CCOC1=O (centres undefined)	-0.7	-1.8	1.2	-4.4	7.3	-4.4	-3.2	0.6	-4.0	-0.4
O=S(=O)(c1ccc(OCC2CO2)cc1)c1ccc(OCC2CO2)cc1 (centres undefined)	-0.3	7.5	-1.8	3.6	-1.2	1.9	-3.7	-0.9	0.3	4.0
CC(=O)N1CCN2C(=O)C1CCCC(=O)c1cc(C3CCCCC3)ccc12 (centres undefined)	-0.8	-1.9	3.6	8.7	-1.3	-11.4	3.2	-0.3	-1.8	-2.4
COc1ccc(N2C(=O)C3CCCN3C2c2ccc(C)cc2)cc1 (centres undefined)	7.7	-1.1	-8.1	9.3	-6.0	-7.9	-5.5	-2.0	-0.8	5.1
N#Cc1ccccc1COC(=O)CCC(=O)c1cccs1	4.6	-0.1	0.5	-5.4	0.7	16.6	15.0	0.1	-0.6	3.9
Cc1ccc(CNC(=O)c2cc(Cl)cc(Cl)c2)n1C	7.9	7.1	2.0	-11.5	4.1	-8.3	-0.1	6.2	-0.1	0.5
Cc1c(CN2CCN(c3cccc(C(F)(F)F)c3)CC2)c(=O)n(-c2ccccc2)n1C	-6.5	-7.8	2.0	1.3	1.4	-8.9	9.4	-0.4	-2.6	6.8
COc1cccc(Oc2nc3ncn(Cc4ccccc4)c3c(=O)n2C)c1	7.3	-6.1	-2.4	1.6	-2.0	11.6	5.7	3.9	0.2	4.9
COC(=O)N1CCN(S(=O)(=O)c2ccc(F)cc2)CC1	-2.9	0.2	-1.9	4.3	-2.0	-8.8	3.5	-1.5	7.4	-7.0
CN(C)S(=O)(=O)c1cccc(NC(=O)CCCc2nc3ccccc3c(=O)[nH]2)c1	3.9	0.6	3.7	1.8	-4.4	-6.1	7.3	1.3	1.0	-0.6
COc1ccc(CN2CCN(Cc3ccco3)CC2)cc1	9.0	-3.7	6.2	6.9	-0.7	18.9	2.4	-5.2	6.9	0.0
Cc1ccc(NC(=O)Cn2cccc2)c(Br)c1	0.9	1.5	2.5	-3.3	8.2	7.3	-0.2	3.6	-0.8	-5.4
COC(=O)C1=C(C)N(Cc2ccc(Br)cc2)C(=S)NC1c1cccc(Br)c1 (centres undefined)	-17.6	4.0	2.3	.	-11.2	5.3	-15.6	2.4	-4.5	3.8
O=C(NCc1ccc2c(c1)OCO2)C(=O)NCC1OCCN1S(=O)(=O)c1ccc(Cl)cc1 (centres undefined)	-3.1	-1.4	6.8	-2.4	-2.0	37.1*	-0.2	-1.9	-0.5	3.6
CN(C)c1ccc(C(C(=O)NC2CCCC2)N(C(=O)c2csnn2)C2CC2)cc1 (centres undefined)	6.5	0.8	4.5	0.3	-3.9	13.2	-1.3	3.0	2.2	-5.9
COCCSc1ccccc1C(=O)N1CCCC1	-3.9	-1.4	-3.9	-0.7	-2.0	6.0	0.7	-0.9	1.0	-4.6
O=C(O)C1CCCCC1C(=O)NC1CCCCC1 (centres undefined)	-4.8	2.8	-1.9	-5.1	-1.0	-3.5	6.7	-2.4	1.9	-6.0
Cc1onc(-c2c(F)cccc2Cl)c1C(=O)OCc1cnc(Cl)s1	1.0	-6.0	-0.6	-8.3	-2.7	2.3	-1.8	2.8	0.5	-1.5
O=C(NCc1cccc(C(F)(F)F)c1)O[C@H]1CC[C@@]23CCCN2C(=O)CCC[C@H]3C1	3.3	.	.	.	-2.5	0.3	4.2	-2.4	-2.0	-0.9
Cc1ccc(NC(=O)CC2SC(=O)NC2=O)cc1 (centres undefined)	-14.4	15.2	-0.4	-6.7	4.5	-11.9	-3.9	55.6*	1.5	-0.3
Cc1[nH]c2ccccc2c1SCC(=O)N1CCOCC1	4.1	0.1	5.2	2.9	6.6	5.8	4.7	-0.4	-0.4	1.5
CCCCN1C[C@H](CSC)[C@@H](CC(=O)Nc2ccc(OC)cc2)C1=O	10.1	0.4	0.5	-1.1	4.3	-3.5	1.3	4.1	-0.3	-0.4
CCOc1ccc(N2C(=O)CC(Sc3nccc(C)n3)C2=O)cc1 (centres undefined)	5.0	-3.3	6.3	0.2	-1.7	-8.6	3.5	-0.5	-2.4	-3.4
COc1ccc(CNC(=O)C2(C)Cc3c(-c4ccc5c(c4)OCO5)ccnc3O2)cc1OC (centres undefined)	3.8	0.2	0.2	.	2.4	-2.1	-4.8	-0.2	-1.0	0.5
CC1CN(C(=O)c2ccc(COc3ccc4ccccc4c3)o2)CC(C)O1 (centres undefined)	-2.0	0.0	3.9	-4.7	-6.9	-4.8	-1.4	2.7	-3.6	-3.9
FC(F)(F)c1cccc(OCC2CNC(=S)O2)c1 (centres undefined)	0.2	1.0	2.1	6.4	1.8	-0.2	3.6	-1.4	-2.4	-3.5
COc1cc(OC)c(Cl)cc1N	5.8	-1.1	0.6	18.1	-7.9	-0.2	5.9	0.8	-3.6	3.5
Cc1ccccc1SCCNC(=O)c1ccccc1Br	-0.6	-6.2	2.1	-10.3	4.7	7.6	-5.0	-1.5	0.7	-3.9
O=C(Cc1csc(NC(=O)Nc2cccc(Cl)c2)n1)NC1CCCC1	-9.7	43.9*	-2.1	-21.4	2.1	3.0	-3.8	-3.3	-5.1	-1.5
COc1ccc(S(=O)(=O)N2CCCCCC2)cc1C(=O)N(C)CC(=O)Nc1ccccc1C(F)(F)F	3.6	-6.6	0.9	-2.2	-1.9	1.6	3.4	-2.7	-0.8	1.9
Cc1cccnc1C(NC(=O)C1CCN(CCOc2ccc(F)cc2)CC1)c1ccc(Cl)cc1 (centres undefined)	-6.8	0.7	-3.1	.	-7.3	-8.3	-1.0	-4.1	2.8	-0.6
Cn1c(-c2ccc(F)cc2)cnc1NCc1ccc(F)cc1F	8.6	-0.9	-4.2	6.7	3.0	20.3	7.5	1.3	2.0	-3.3
CCc1nnc(NC(=O)CSc2nnc(CSc3nc(C)cc(C)n3)n2C)s1	0.3	-1.3	-3.8	-1.5	3.9	3.0	-4.5	-0.7	-0.5	3.9
O=C(CN1CCC(C(=O)c2ccc(F)cc2)CC1)Nc1ccc(F)cc1	5.0	-2.5	4.2	0.6	1.6	-11.2	10.5	-1.7	4.2	-7.0
CCCN1CCN(C(=O)c2cc(COc3ccc(F)cc3F)on2)CC1	-0.4	-6.4	0.1	3.3	-0.8	10.8	2.9	-2.3	6.3	-2.8
Cc1ccc(C)c(OCc2cc(C(=O)N3CCN(c4ccccc4)CC3)no2)c1	-0.6	-3.3	3.1	-17.2	-0.5	-1.9	-1.1	-0.8	-2.3	4.9
CCC1(C)Cc2ccccc2-c2nc3n(c(=O)c21)CC(C(=O)O)S3 (centres undefined)	18.6	6.5	-5.4	8.3	0.7	2.0	2.8	6.7	2.0	-2.2
CCn1c(SCC(=O)NCC2CCCO2)nnc1-c1ccccc1OC (centres undefined)	5.8	-0.8	-2.6	5.5	3.4	10.8	4.5	6.5	-0.8	7.4
N#CCC(=N)N1CCN(c2ccccc2Cl)CC1	4.2	4.3	0.9	-7.2	1.2	-7.9	6.7	0.5	0.6	0.3
CCn1c(SCC(=O)Nc2ccc3c(c2)oc2ccccc23)nnc1-c1ccc(N)cc1	-7.6	12.6	-4.9	-29.8	-7.5	5.9	-3.1	-0.2	1.1	0.2

Single records, from the list above. Order of values: mABHD4 FP, rCAG RNA binder, TCR-CD3 inh, HTRA1 inh, GC-B act, TDP2 inh, SIAE inh, PRMT1 FP inh, LEDGF integ inh, MBD2 DNA inh
CN(C)S(=O)(=O)c1cccc(NC(=O)CCCc2nc3ccccc3c(=O)[nH]2)c1 as listed: 3.9, 0.6, 3.7, 1.8, -4.4, -6.1, 7.3, 1.3, 1.0, -0.6
O=C(NCc1cccc(C(F)(F)F)c1)O[C@H]1CC[C@@]23CCCN2C(=O)CCC[C@H]3C1 as listed: 3.3, ., ., ., -2.5, 0.3, 4.2, -2.4, -2.0, -0.9
CCc1nnc(NC(=O)CSc2nnc(CSc3nc(C)cc(C)n3)n2C)s1 as listed: 0.3, -1.3, -3.8, -1.5, 3.9, 3.0, -4.5, -0.7, -0.5, 3.9
COc1cc(OC)c(Cl)cc1N as listed: 5.8, -1.1, 0.6, 18.1, -7.9, -0.2, 5.9, 0.8, -3.6, 3.5
